GAA850 FXN act = activators of GAA850 frataxin (FXN) promoter. HEK293 lucGAA850 FXN promoter luciferase reporter, 24 h; percent of 10 µM SAHA response. activation, % at 6 µM. 0.56% of 360,000 active. AID 540364;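 active = activation above the average of all compounds screened plus 3 SD, cutoff fixed separately per campaign, cut at about 7.5% in these data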;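 note: 0% = DMSO wells and 100% = 10 µM SAHA wells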
hgDAF12 agonist = agonists of H. glycines DAF-12 nuclear receptor; HEK293 GAL4-hgDAF12 UAS-luciferase reporter, agonist luminescence; normalized to butyrate control; activation, % at 6.8 µM; 1.8% of 370,000 active;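 active = activation above a cutoff set at the mean of all screened compounds plus 3 SD, cut at about 10% in these data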;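 note: 0% = DMSO wells and 100% = sodium butyrate wells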
DAX1 inh-1 = inhibitors of human orphan nuclear receptor DAX1 (NR0B1). P51843. HEK293 Gal4-DAX1 luciferase reporter, luminescence. inhibition, % at 6.75 µM. 0.99% of 340,000 active. AID 504766;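 active = inhibition above the mean over all tested compounds plus 3 SD, cut at about 4.2% in these data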;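 note: 0% = DAX1-transfected cells with DMSO and 100% = empty-vector control cells with DMSO; inhibition shows as a rise in luminescence from relieved DAX1 repression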
Target sequence (P51843 207-470 limits assumed): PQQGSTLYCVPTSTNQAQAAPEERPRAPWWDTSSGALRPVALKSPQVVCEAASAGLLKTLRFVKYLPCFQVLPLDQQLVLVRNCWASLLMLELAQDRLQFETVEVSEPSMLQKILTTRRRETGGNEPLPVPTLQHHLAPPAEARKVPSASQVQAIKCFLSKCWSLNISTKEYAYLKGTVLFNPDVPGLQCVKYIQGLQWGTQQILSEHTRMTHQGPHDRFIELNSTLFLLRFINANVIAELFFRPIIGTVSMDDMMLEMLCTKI
ssDAF-12 act = activates DAF-12 receptor from parasite S. stercoralis; HEK293 ssDAF-12/GRIP1 lit1-tk-luc reporter, luminescence; % of 3 µM dafachronic acid response; activation, % at 6.8 µM; 1% of 370,000 active;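 active = activation above the mean over all tested compounds plus 3 SD, cut at about 0.9% in these data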;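 note: 0% = DMSO-only wells and 100% = 3 µM delta7-dafachronic acid wells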
ADAM17 inh = inhibits human ADAM17. P78536. recombinant ADAM17, EDANS/DABCYL FRET peptide cleavage. inhibition, % at 6.95 µM. 0.83% of 370,000 active;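 active = inhibition above the mean of compounds lying between control limits plus 3 SD, set per campaign, cut at about 8.5% in these data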;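 note: 0% = DMSO-only wells as the low control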
SMARCA2 act = SMARCA2 function activation, primary screen. MG213 cells, MMTV-luciferase reporter, dexamethasone, overnight. activation, % at 9.1 µM. 1% of 370,000 active; in the data active = activation above about 7.8%;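 note: 0% = vehicle wells and 100% = reference activator wells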
GC-A act = GC-A (human) enzyme activation; P16066; HEK293 GC-A cells, cGMP TR-FRET, EC30 ANP; 0% at EC30 ANP, 100% saturating ANP; AID 1671463; activation, % at 10 µM; 0.14% of 370,000 active; in the data active = activation above about 40%
DAX1 inh-2 = blocks DAX1 repression of SF-1 activated StAR promoter | HEK293T StAR-luciferase reporter, SF-1/DAX-1 repression relief | inhibition, % at 6.8 µM | 1.1% of 370,000 active | AID 652010;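 active = inhibition above the mean over all tested compounds plus 3 SD, cut at about 3.6% in these data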;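 note: 0% = DAX-1 cells with DMSO and 100% = cells lacking DAX-1 with DMSO; higher inhibition means more luminescence from relief of DAX-1 repression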
hcDAF12 agonist = activates DAF-12 receptor from parasite H. contortus; HEK293 hcDAF-12 lit1-tk-luc reporter, luminescence; 0% DMSO, 100% Δ7-dafachronic acid; AID 652067; activation, % at 6.8 µM; 1.4% of 370,000 active;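 active = activation above the mean of all tested compounds plus 3 SD, cut at about 5.5% in these data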;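 note: 100% = response to 3 µM Δ7-dafachronic acid high control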
ADAM10 inh = inhibitors of human ADAM10. O14672. recombinant ADAM10, EDANS/DABCYL FRET peptide cleavage, 3 h. AID 720582. 0.62% of 370,000 active. inhibition, % at 7 µM;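 active = inhibition above a per-campaign cutoff equal to the mean of compounds falling between control-based bounds plus 3 SD, cut at about 20% in these data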;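 note: 0% = DMSO wells while the 100% control is not disclosed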
Target sequence (O14672 214-748 limits assumed): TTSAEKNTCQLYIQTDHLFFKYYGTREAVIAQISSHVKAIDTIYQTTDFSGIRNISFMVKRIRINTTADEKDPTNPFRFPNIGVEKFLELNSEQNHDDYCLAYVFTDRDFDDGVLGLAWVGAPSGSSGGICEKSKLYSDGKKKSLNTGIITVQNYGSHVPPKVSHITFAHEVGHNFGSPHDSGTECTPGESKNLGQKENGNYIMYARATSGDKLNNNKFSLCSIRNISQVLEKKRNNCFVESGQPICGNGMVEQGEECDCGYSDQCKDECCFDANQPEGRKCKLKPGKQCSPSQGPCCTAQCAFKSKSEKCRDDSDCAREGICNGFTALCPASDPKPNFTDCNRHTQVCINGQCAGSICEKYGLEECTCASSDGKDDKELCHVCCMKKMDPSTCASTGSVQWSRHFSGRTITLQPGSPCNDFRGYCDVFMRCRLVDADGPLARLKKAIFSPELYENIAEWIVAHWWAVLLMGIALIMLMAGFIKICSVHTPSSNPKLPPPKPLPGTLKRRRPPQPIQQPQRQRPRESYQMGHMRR
PG9 Ab binder = PG9 antibody binding by small molecule; inhibition, % at 6.7 µM; 0.43% of 360,000 active; TR-FRET gp120-PG9 antibody binding; in the data active = inhibition above about 8.5%
An asterisk follows results filed as active; i = inactive; · = no result given.

SMILES	GAA850 FXN act	hgDAF12 agonist	DAX1 inh-1	ssDAF-12 act	ADAM17 inh	SMARCA2 act	GC-A act	DAX1 inh-2	hcDAF12 agonist	ADAM10 inh	PG9 Ab binder
CC(NC(=O)CNC(=S)N(Cc1cccs1)C1CCCC1)c1ccccc1 (stereo not given)	2.9	6.2	0.1	-1.8	8	-2	-4	0.8	-0.4	10	1.1
CSc1nc(-c2cccs2)c(C#N)c(=O)[nH]1	1.6	1.9	3.2	-0.2	-2	-1	40	-0.2	-1.2	-11	49*
CC1CCN(CCCNc2cc(NCCO)c([N+](=O)[O-])c3nonc23)CC1	-1.5	2.4	0.0	-0.2	-3	-2	11	0.2	0.3	-8	-0.1
CC(C)(CNC(=O)c1cccc(F)c1)CNC(=O)c1cccc(F)c1	-1.5	-2.6	-0.9	-1.5	-5	-2	-2	-0.4	-1.4	-1	0.9
O=C(c1ccc(OC2CCN(CCCc3ccccc3)CC2)cc1)N1CCCC1	1.9	-2.0	0.5	-0.3	4	-1	-3	2.6	-0.3	3	-1.6
COC(=O)[C@]1(C)N[C@H](CN(C)C(=O)c2ccc(F)cc2)[C@@H]2C(=O)N(C)C(=O)[C@@H]21	0.4	-0.7	-0.3	-0.5	-3	-2	6	0.8	-0.7	-17	2.1
NS(=O)(=O)c1ccc(NC(=S)N2CCN(Cc3ccc(Cl)c(Cl)c3)CC2)cc1	1.3	-2.8	·	-1.8	-2	-4	-6	-0.7	-0.9	2	-0.4
CCCCCCCN1CCC(=O)N([C@H](CO)CC(C)C)CC1	0.2	-0.6	0.0	-1.9	2	1	1	-0.4	-1.3	8	-0.4
COc1cc(OC)cc(-c2nnc(SCC(=O)NCc3cccs3)o2)c1	-0.1	-0.8	0.8	-0.7	-3	-2	-2	0.3	-0.1	0	0.2
COCCn1c(C)cc(C(=O)COc2ccc(N(C)S(=O)(=O)c3ccc(C)cc3)cc2)c1C	1.8	-1.7	-0.8	-1.8	-1	-1	1	-2.3	-2.1	-9	0.1
Cc1ccc2c(c1)N=C(c1ccccc1)CC(C(Cl)Cl)=N2	-0.1	14*	-1.4	1.8*	-12	1	-2	1.9	15*	-23	-1.2
COC(=O)C1(C)NC(=O)c2ccccc2N1 (stereo not given)	0.9	-2.2	1.0	-1.2	-182	-2	3	-0.7	-1.1	i	-1.1
O=C(c1n[nH]c(=O)c2ccccc12)N1CCN(Cc2ccc3c(c2)OCO3)CC1	-2.4	-1.1	-0.1	-1.7	-7	-2	-3	-0.5	-2.8	2	-1.7
CCN1CCN(c2ccc(S(=O)(=O)N3CCCCC3)cc2NC(=O)c2ccc(F)cc2)CC1	0.9	5.0	1.6	-0.5	-2	-3	2	-0.2	0.2	2	-0.6
COc1ccc(OC(C)C(=O)Nc2cccc([N+](=O)[O-])c2)cc1 (stereo not given)	1.6	0.2	-1.1	-1.1	-3	-1	-3	-0.1	-0.6	-3	0.0
O=C1CCCN1c1cc(Cl)cc(Cl)c1	2.1	-1.3	0.4	-1.5	1	1	0	0.1	-1.1	10	-1.6
O=C(Oc1ccc(C(=S)N2CCOCC2)cc1)c1ccc(F)cc1	2.4	0.3	0.2	-1.4	1	1	-3	0.0	1.9	5	-1.2
C/C(CC(=O)Nc1ccc(Cl)cc1Cl)=N\NC(=O)c1cnccn1	1.7	6.0	0.0	-0.7	3	-1	-1	0.2	2.2	6	-1.1
O=C(NCc1ccc(Cl)cc1)c1ccc(N2CCCC2=O)cc1	0.5	7.0	0.9	-1.5	-6	-1	2	1.4	-1.8	3	-0.1
Cc1cccc(C)c1N(CC(=O)NCc1ccccc1)C(=O)c1csnn1	-0.4	0.2	1.8	-0.8	-1	0	1	0.7	0.8	-5	-1.2
Cc1nnc(N(C)C(=O)Cc2ccc3c(c2)OCO3)s1	1.7	1.1	0.1	-1.2	-6	-1	4	0.0	-0.1	-3	-1.3
Cc1ccc(C2C=C(c3ccccc3)Nc3ncnn32)cc1 (stereo not given)	0.5	-0.6	0.5	-1.6	-73	2	1	-0.6	-0.1	-245	-0.5
Cn1c(=O)c2c(nc(CN3CCN(C(=O)c4ccco4)CC3)n2Cc2ccc(Cl)cc2)n(C)c1=O	-0.4	0.6	-0.2	-1.6	-1	-2	-4	-0.5	-1.9	4	0.0
Cc1ccc(S(=O)(=O)Nc2ccc(NC(=O)/C=C/C(=O)O)cc2)cc1	0.6	1.2	-0.9	-1.8	-2	-2	-1	0.1	-0.6	-5	-0.3
O=S(=O)(O)c1cc(O)c2ccc(Nc3ccccc3)cc2c1	-0.7	-0.4	-1.2	-0.8	-46	0	-8	0.9	0.9	-157	-0.5
O=C(Nc1nc2ncccn2c1-c1ccc(F)c(F)c1)C1CC1	·	4.2	·	-0.9	-236	-3	3	0.3	-0.9	i	·
COc1cc(CNCc2ccccc2)ccc1OCC(O)c1ccccc1 (stereo not given)	-1.3	0.7	0.1	-1.3	1	4	-5	0.6	-0.1	-6	-1.5
COCCNC(=O)C(c1cccs1)N(C(=O)Cn1nnc2ccccc21)c1ccccc1 (stereo not given)	-3.0	-1.7	1.2	-1.4	-1	-3	-11	-0.2	-0.5	-4	0.8
O=C(Nc1ccc(C(F)(F)F)cc1)C1CCN(S(=O)(=O)c2ccc(N3CCCC3=O)cc2)CC1	1.1	-1.6	-1.3	-0.6	-1	2	-5	0.1	-3.5	6	0.9
CN(C)c1nc(N)nc(CSc2ncc(Cl)cc2Cl)n1	7.5	-3.3	-0.4	-1.5	-3	2	-2	0.0	-2.9	5	-5.6
NC(=O)C1CCN(c2ncccc2[N+](=O)[O-])CC1	1.2	1.2	0.3	-0.6	-4	0	3	0.0	1.4	2	0.9
O=C(Cn1c(=S)[nH]c2ccccc2c1=O)N1CCc2ccccc2C1	0.9	-0.9	-1.0	-1.0	-2	-3	7	-1.1	2.9	4	32*
CCSc1nsc(NC(=O)Nc2cccc(C(C)=O)c2)n1	-4.2	8.7	-0.6	-1.7	4	-3	8	-0.1	-1.7	1	0.2
CCN(CC)c1ccc(/C=N/NC(=O)c2cccc(S(=O)(=O)Nc3ccccc3OC)c2)c(O)c1	-11	-11	-2.3	-2.2	7	-3	6	-3.4	-3.8	-4	3.2
COc1ccc(C(=O)N[C@H](C(=O)OCc2nc3ccsc3c(=O)[nH]2)C(C)C)cc1	1.1	-0.8	1.8	-0.9	-4	0	-2	0.1	-1.1	-5	-1.6
O=C(CN1C(=O)NC2(CCCc3ccccc32)C1=O)c1ccc(F)c(F)c1 (stereo not given)	-1.3	1.2	-0.6	-1.6	0	-1	1	-1.0	1.1	-5	0.3
COc1ccc(CC(=O)Nc2ccc(F)c(Cl)c2)cc1S(=O)(=O)N1CCOCC1	-0.2	-0.2	-0.6	-1.6	0	1	-1	-2.4	-1.8	-10	1.3
CC(C)c1ccc(C2CC(=O)c3cnc(N4CCc5ccccc5C4)nc3C2)cc1 (stereo not given)	2.8	-0.6	2.1	-0.9	0	-2	1	-0.5	-0.2	-12	0.3
CCN(CC)S(=O)(=O)c1ccc(C(=O)OCC(=O)N2CCOCC2)cc1	0.0	-1.9	0.7	-1.1	-4	-5	-2	-0.4	0.3	3	-0.8
c1ccc2nc(-c3nc4ccccc4o3)ccc2c1	-4.5	3.9	-2.7	-0.1	-196	-1	-3	1.2	13*	i	-3.4
CCOC(=O)[C@H]1[C@H]2COc3ccc(OC)cc3[C@@H]2N2C(=O)c3ccc(C)cc3NC(=O)[C@@]12C	-1.2	-1.1	0.5	-0.9	-1	0	-2	0.2	2.0	6	-2.3
CC1(OC(=O)CCc2ccccc2)C(=O)C=C2C=C3CCCN3C=C2C1=O (stereo not given)	0.2	-1.2	0.5	-1.5	-4	0	1	0.4	1.1	-8	-0.3
Cc1ccc(-c2nc(CS(=O)(=O)CC(=O)NCCCN3CCOCC3)c(C)o2)cc1	1.6	1.7	0.6	-1.8	-1	-1	4	0.0	-0.4	4	-1.7
CCC1(NC(C)=O)CC2CC1CC2NC(C)=O (stereo not given)	0.5	0.1	-0.9	-0.5	-3	-4	1	0.1	-1.8	0	5.0
COc1ccc(NC(=O)COC(=O)C2COc3ccccc3O2)cc1 (stereo not given)	0.8	1.0	0.5	-1.1	-3	-1	10	0.2	0.7	-2	-0.7
COc1ccccc1CCNC(=O)CSc1nc(-c2ccco2)cc(C(F)(F)F)n1	0.1	-3.2	-0.5	-0.7	-4	-2	-25	-0.2	2.3	-14	1.5
Cc1ccsc1C(=O)OCC(=O)NC1CCCC1	3.4	5.1	1.5	0.3	1	4	-1	2.3	5.0	-5	1.3
C[C@H](CO)N1C[C@H](C)[C@H](CN(C)C(=O)NC2CCCCC2)Oc2cc(-c3cccnc3)ccc2S1(=O)=O	0.2	-0.2	1.3	-1.1	-6	-1	6	-0.1	1.4	-14	-0.2
CCCn1nc(C(=O)Nc2cc(S(=O)(=O)Nc3ccc(OC)cc3)ccc2O)c2ccccc2c1=O	-0.7	3.6	-1.2	-0.6	-1	-3	-9	-2.5	1.7	-1	2.3
Cc1ccc(C(=O)NCCc2cccc(Cl)c2)cc1[N+](=O)[O-]	2.2	9.3	-0.1	-1.4	2	2	31	0.3	1.0	5	-1.4
C/C(O)=C(\C#N)P(=O)(c1ccccc1)c1ccccc1	1.2	0.4	2.3	-0.4	1	3	4	-0.2	-2.5	2	-0.3
Cc1ccc(S(=O)(=O)Cc2ccc(C(=O)OCc3ccccc3)cc2)cc1	-1.5	1.3	-1.2	-1.4	3	-2	0	-0.8	0.0	7	-0.7
OCCn1c(C(F)(F)F)nc2ccccc21	-2.4	-1.1	1.2	-0.3	-2	0	4	-0.7	-0.6	1	-1.0
CN1CCN(C(=O)CSc2nnc(COc3ccccc3)o2)CC1	-1.3	-0.6	0.0	-0.9	-2	1	1	0.0	4.1	16	0.3
Cc1ccc(S(=O)(=O)n2c(N)nc3ccccc32)cc1	1.1	-0.3	-0.1	-0.8	-2	-3	-1	-0.3	-1.8	3	1.3
COC(=O)c1ccc2c(c1)N(Cc1nc(-c3ccc(Cl)cc3)oc1C)C(=O)C1CCCN21 (stereo not given)	1.0	-3.1	-0.8	-2.2	-8	-1	0	-0.4	-1.4	-15	1.4
CCOc1ccc(N2C(=O)CC(NCCNc3ccc(C(=O)c4cccs4)cc3)C2=O)cc1 (stereo not given)	-0.7	2.0	0.5	-0.9	-2	-3	1	0.2	0.3	10	0.2
O=C(O)CCC(=O)Nc1ccc(-c2nc3ccc(C(=O)c4ccccc4)cc3[nH]2)cc1	0.7	1.6	2.6	-0.6	-11	4	-1	1.2	1.3	-15	-0.9

Of the compounds above, these have a cyano group.
SMILES	GAA850 FXN act	hgDAF12 agonist	DAX1 inh-1	ssDAF-12 act	ADAM17 inh	SMARCA2 act	GC-A act	DAX1 inh-2	hcDAF12 agonist	ADAM10 inh	PG9 Ab binder
CSc1nc(-c2cccs2)c(C#N)c(=O)[nH]1	1.6	1.9	3.2	-0.2	-2	-1	40	-0.2	-1.2	-11	49*
C/C(O)=C(\C#N)P(=O)(c1ccccc1)c1ccccc1	1.2	0.4	2.3	-0.4	1	3	4	-0.2	-2.5	2	-0.3

Compound activity: PubChem, several laboratories
